TLR9-MyD88 inh: blocks human TLR9 binding to MyD88. inhibition, % at 4.98 µM. actives 0.21% (n = 340,000). CHO BLA complementation TLR9-MyD88, CCF4 FRET ratio. AID 504734;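 active = inhibition above the mean over all tested compounds plus 3 SD, cut at about 21% in these data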;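 also: 0% = DMSO only wells and 100% = clavulanate BLA inhibitor control wells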
NCOA3 inh: inhibits human SRC3 coactivator; HEK293 GAL4-SRC3 luciferase reporter, luminescence; inhibition, % at 3.6 µM; actives 0.17% (n = 360,000);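 active = inhibition above a per-campaign cutoff, the mean of all compounds plus 3 SD, cut at about 60% in these data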;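 also: 0% = DMSO-treated cells and 100% = gossypol-treated cells at 36 µM; higher means less SRC3-driven luciferase light from the GAL4 reporter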
Target sequence (Q9Y6Q9 whole entry, looked up, the tested form may be a part): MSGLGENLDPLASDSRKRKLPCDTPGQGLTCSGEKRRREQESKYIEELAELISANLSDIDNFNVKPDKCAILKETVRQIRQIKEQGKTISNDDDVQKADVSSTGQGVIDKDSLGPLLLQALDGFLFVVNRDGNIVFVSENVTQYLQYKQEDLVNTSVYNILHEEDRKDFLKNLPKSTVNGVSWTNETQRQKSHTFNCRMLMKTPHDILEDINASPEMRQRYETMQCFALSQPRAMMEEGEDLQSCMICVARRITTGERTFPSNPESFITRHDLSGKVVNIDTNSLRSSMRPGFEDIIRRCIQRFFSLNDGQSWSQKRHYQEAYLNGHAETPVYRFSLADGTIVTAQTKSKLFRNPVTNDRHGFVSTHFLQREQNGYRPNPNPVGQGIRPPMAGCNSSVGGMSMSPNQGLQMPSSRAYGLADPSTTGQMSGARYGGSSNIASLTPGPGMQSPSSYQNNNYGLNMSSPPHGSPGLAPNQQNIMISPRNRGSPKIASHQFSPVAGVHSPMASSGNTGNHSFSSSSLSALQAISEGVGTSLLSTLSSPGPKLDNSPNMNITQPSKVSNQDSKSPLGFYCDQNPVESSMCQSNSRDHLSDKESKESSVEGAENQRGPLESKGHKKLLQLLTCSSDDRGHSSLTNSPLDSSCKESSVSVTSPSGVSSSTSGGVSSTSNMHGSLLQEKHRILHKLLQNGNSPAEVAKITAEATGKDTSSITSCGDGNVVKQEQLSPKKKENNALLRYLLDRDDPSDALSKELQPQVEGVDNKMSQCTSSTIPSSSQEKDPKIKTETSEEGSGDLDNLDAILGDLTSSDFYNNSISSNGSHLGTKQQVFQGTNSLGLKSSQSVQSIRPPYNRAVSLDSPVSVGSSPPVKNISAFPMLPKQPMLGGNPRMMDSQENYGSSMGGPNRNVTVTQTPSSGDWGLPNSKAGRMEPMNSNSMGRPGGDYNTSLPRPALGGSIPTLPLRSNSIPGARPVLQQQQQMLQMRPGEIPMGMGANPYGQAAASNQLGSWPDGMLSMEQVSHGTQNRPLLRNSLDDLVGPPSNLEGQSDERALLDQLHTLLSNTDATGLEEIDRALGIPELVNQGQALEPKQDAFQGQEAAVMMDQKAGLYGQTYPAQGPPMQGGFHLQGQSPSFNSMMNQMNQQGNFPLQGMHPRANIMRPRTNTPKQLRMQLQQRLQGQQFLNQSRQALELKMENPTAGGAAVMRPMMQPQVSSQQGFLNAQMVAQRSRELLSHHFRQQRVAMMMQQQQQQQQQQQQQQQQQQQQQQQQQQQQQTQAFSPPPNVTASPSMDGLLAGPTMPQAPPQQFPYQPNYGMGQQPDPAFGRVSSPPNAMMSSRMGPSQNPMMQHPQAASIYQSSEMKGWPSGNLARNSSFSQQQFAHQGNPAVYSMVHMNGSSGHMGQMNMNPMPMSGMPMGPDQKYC
NCOA1 inh: inhibitors of human steroid receptor coactivator 1 (SRC1) | inhibition, % at 3.6 µM | actives 0.12% (n = 360,000) | HEK293 GAL4-SRC1 luciferase reporter, luminescence | Q15788;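 active = inhibition above the campaign mean plus 3 SD, with each screening campaign given its own cutoff, cut at about 60% in these data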;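 also: 0% = DMSO treated cells and 100% = gossypol at 36 µM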
NR2F2 inh: inhibitors of human COUP-TFII (NR2F2) | P24468 | HEK293T NGFI-A luciferase reporter, luminescence | inhibition, % at 8.6 µM | actives 0.7% (n = 370,000);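 active = inhibition above a per-plate cutoff, mean inhibition of test wells between control levels plus 3 SD, cut at about 38% in these data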;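 also: cells cotransfected with COUP-TFII expression vector driving the NGFI-A reporter; 0% = median of COUP-TF2 test wells and 100% = reporter-only cells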
TROY NFkB inh: TROY signaling inhibition. Q293 LMP1-TROYcd NF-kB luciferase reporter, 4 h. inhibition, % at 10 µM. actives 0.98% (n = 360,000). AID 1347056;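 active = compounds whose plate-normalised and pattern-corrected inhibition of the luciferase reporter signal at the single screening dose is 50% or more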
SRC2 inh: human SRC2 (NCOA2) inhibition; Q15596; HEK293 GAL4-SRC2 luciferase reporter, luminescence; inhibition, % at 9 µM; actives 0.17% (n = 370,000); AID 651957;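 active = inhibition above the mean inhibition of all tested compounds plus 3 SD, set per campaign, cut at about 52% in these data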;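 also: 0% = DMSO treated cells and 100% = cells given Gossypol at 36 µM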
Vif imaging: HIV Vif inhibition; inhibition, % at 7.49 µM; actives 0.35% (n = 340,000); AID 602346; HEK293T cells, Vif self-association by quenched fluorescence, imaging, 24 h; in the data active = inhibition above about 50%, passing the limit was not always enough; also: some results filed as inactive read as strong as hits
LRH-1 inv ag: NR5A2 inverse agonism in reporter assay. HEK293T StAR-luciferase reporter, LRH-1 transfected, 24 h. inhibition, % at 3.6 µM. actives 0.13% (n = 360,000);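 active = inhibition above the mean inhibition of all tested compounds plus 3 SD, cut at about 73% in these data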;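 also: 0% = DMSO wells and 100% = reporter-only cells lacking LRH-1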
LMP1 NFkB inh: Epstein-Barr LMP1 NF-kappaB reporter inhibition; actives 0.69% (n = 350,000); AID 504558; LMP1-induced NF-kappaB luciferase reporter cells, luminescence; inhibition, % at 12.5 µM; in the data active = inhibition above about 41%;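 also: 0% = neutral control wells and 100% = reference inhibitor control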
NOD2 RIPK2 PPI: inhibitors of human NOD2-RIPK2 interaction; O43353; CHO BLA complementation NOD2-RIPK2, CCF4 ratio; inhibition, % at 4.98 µM; actives 0.38% (n = 360,000); in the data active = inhibition above about 21%;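 also: 0% = vehicle only and 100% = reference blocker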
C8 TRAIL sens: sensitizes caspase-8 expressing cells to TRAIL; NB7+C8 cells + TRAIL, ATPlite viability luminescence; inhibition (viability loss, TRAIL sensitization), % at 10 µM; actives 1% (n = 360,000);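 active = compounds causing at least 50% loss of cell viability in the single-dose screen, relative to plate controls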
* marks the source's active call; other numbers are inactive results; / = not tested or not shown. An excerpt; rates above refer to the full screens.

SMILES	TLR9-MyD88 inh	NCOA3 inh	NCOA1 inh	NR2F2 inh	TROY NFkB inh	SRC2 inh	Vif imaging	LRH-1 inv ag	LMP1 NFkB inh	NOD2 RIPK2 PPI	C8 TRAIL sens
CCOc1ccc(OCCC(=O)NNC(=O)c2nn(C)c(=O)c3ccccc23)cc1	1	6	-17	4	4	-19	0	-4	-11	-1	-1
Cc1ccsc1/C=N\NC(=O)c1cc(C(C)(C)C)[nH]n1	2	-64	-75	-41	-29	-38	-3	-81	-6	-4	7
CCOC(=O)CSc1nnc(CNC(=O)c2cc(OC)c(OC)c(OC)c2)n1C	-1	2	-9	/	6	/	-1	-20	-7	-1	-1
CCCCOC(=O)CCCN1C(=O)/C(=C2\SC(=S)N(CCCC(=O)OCCCC)C2=O)SC1=S	/	16	6	1	-6	5	-6	9	/	-2	12
COc1ccc(C)cc1NC(=O)CCS(=O)(=O)c1ccc2c(c1)oc(=O)n2C	-5	-4	-4	6	4	-6	-2	5	-8	-2	8
Cc1cc(C(=O)COC(=O)CNC(=O)c2ccc(Cl)c(Cl)c2)c(C)n1Cc1ccco1	7	14	-1	18	-9	9	-6	-18	2	-11	-5
O=C(O)CCC(=O)N1CCc2cc(S(=O)(=O)N3CCC(Cc4ccccc4)CC3)ccc21	-10	15	16	6	6	-5	12	4	3	5	-5
COc1cccc(CC2(CO)CCCN(Cc3ccccc3Cl)C2)c1 (centres undefined)	-3	2	-10	7	30	17	1	-2	12	-3	9
COC(=O)c1ccc(NC(=O)CCN2C(=O)C3C4CCC(C4)C3C2=O)cc1 (centres undefined)	11	-10	1	-8	1	-2	-26	-19	1	-8	8
COc1ccc(OC2C(=O)N(Cc3ccc(F)cc3)C2c2cc(OC)c(OC)c(OC)c2)cc1 (centres undefined)	1	8	6	-7	-6	-37	4	9	-5	-2	0
CC(=O)c1ccc(OCc2cc(C(=O)NC(C)Cc3ccccn3)no2)cc1 (centres undefined)	1	-1	-2	-27	2	7	-4	11	4	-7	-22
O=C(Cc1ccc(Br)cc1)Nc1ccc(S(=O)(=O)NCC2CCCO2)cc1 (centres undefined)	4	7	-8	11	6	0	5	-5	9	4	15
O=C(CN1CCOCC1)N/N=C/c1ccc(-c2cccc(Cl)c2Cl)o1	4	16	-17	12	-24	-35	-3	6	0	1	-5
CCOC(=O)Cc1csc(Nc2c(C)n(C)n(-c3ccccc3)c2=O)n1	-7	10	-9	0	8	-25	2	-2	0	-2	9
CC1(C)N=C(SCC(=O)Nc2ccc(Cl)cc2)C(c2ccccc2)=N1	-4	-3	8	13	13	10	-7	-9	4	10	1
NC(=S)Cc1ccccc1Cl	5	4	11	15	11	-19	-6	16	0	-6	7
COC(=O)[C@H](CCSC)NC(=O)N1CCN(c2cccc(C(F)(F)F)c2)CC1	9	0	9	-17	8	13	2	15	-4	-3	-7
Cc1ccc(S(=O)(=O)NCCC(=O)Nc2ccc(C)cc2C(=O)c2ccccc2)cc1	1	25	5	5	7	16	-6	6	10	4	7
O=C(OCCc1ccccn1)c1cccc([N+](=O)[O-])c1	-8	-17	-11	-14	-23	-6	3	12	-16	-10	-18
CCCCCn1c(C(C)NC(=O)CCC)nc2ccccc21 (centres undefined)	-7	10	2	20	3	20	-3	6	-5	-9	-2
CCCCOc1ccc(C(=O)OCC(=O)N2CCCCCC2)cc1	3	-4	2	6	-2	27	-1	-17	2	4	9
CCC(OC(=O)C(CC(C)C)NC(=O)c1ccccc1)C(=O)Nc1nnc(C)s1 (centres undefined)	-11	9	10	4	-1	14	-4	10	2	-6	8
Cc1ccc(NC(=O)NCc2c(C)nn(C)c2C)cc1Cl	15	-62	-79	-21	-44	-52	-3	-111	-44	1	-26
Cc1ccc(CCNC(=O)CN2C(=O)COc3ccc(S(=O)(=O)N4CCC(C)CC4)cc32)cc1	-12	4	2	20	-4	-1	-2	10	-5	-8	1

In another format: results already given.
SMILES: CCCCOc1ccc(C(=O)OCC(=O)N2CCCCCC2)cc1
  TLR9-MyD88 inh: 3	NCOA3 inh: -4	NCOA1 inh: 2	NR2F2 inh: 6	TROY NFkB inh: -2	SRC2 inh: 27	Vif imaging: -1	LRH-1 inv ag: -17	LMP1 NFkB inh: 2	NOD2 RIPK2 PPI: 4	C8 TRAIL sens: 9

SMILES: CCOC(=O)Cc1csc(Nc2c(C)n(C)n(-c3ccccc3)c2=O)n1
  TLR9-MyD88 inh: -7	NCOA3 inh: 10	NCOA1 inh: -9	NR2F2 inh: 0	TROY NFkB inh: 8	SRC2 inh: -25	Vif imaging: 2	LRH-1 inv ag: -2	LMP1 NFkB inh: 0	NOD2 RIPK2 PPI: -2	C8 TRAIL sens: 9

SMILES: CCC(OC(=O)C(CC(C)C)NC(=O)c1ccccc1)C(=O)Nc1nnc(C)s1 (centres undefined)
  TLR9-MyD88 inh: -11	NCOA3 inh: 9	NCOA1 inh: 10	NR2F2 inh: 4	TROY NFkB inh: -1	SRC2 inh: 14	Vif imaging: -4	LRH-1 inv ag: 10	LMP1 NFkB inh: 2	NOD2 RIPK2 PPI: -6	C8 TRAIL sens: 8

Entries shown so far that have fluorine, in the order listed:
SMILES	TLR9-MyD88 inh	NCOA3 inh	NCOA1 inh	NR2F2 inh	TROY NFkB inh	SRC2 inh	Vif imaging	LRH-1 inv ag	LMP1 NFkB inh	NOD2 RIPK2 PPI	C8 TRAIL sens
COc1ccc(OC2C(=O)N(Cc3ccc(F)cc3)C2c2cc(OC)c(OC)c(OC)c2)cc1 (centres undefined)	1	8	6	-7	-6	-37	4	9	-5	-2	0
COC(=O)[C@H](CCSC)NC(=O)N1CCN(c2cccc(C(F)(F)F)c2)CC1	9	0	9	-17	8	13	2	15	-4	-3	-7

(further entries)
SMILES	TLR9-MyD88 inh	NCOA3 inh	NCOA1 inh	NR2F2 inh	TROY NFkB inh	SRC2 inh	Vif imaging	LRH-1 inv ag	LMP1 NFkB inh	NOD2 RIPK2 PPI	C8 TRAIL sens
O=C1NC[C@H](Cc2ccc(O)cc2)N(CCc2cccc3ccccc23)C1=O	3	-15	0	4	7	-9	/	9	-9	3	-11
O=C(CN(CC1CCCO1)C(=O)CNS(=O)(=O)c1ccc(Cl)cc1)NCCc1ccccc1 (centres undefined)	1	4	-3	1	-3	2	/	-3	11	-4	-10
CSC1=NCCN1C(=O)Cc1ccc(-c2ccccc2)cc1	-16	-1	-15	-15	-19	-2	1	-44	4	-16	-25
CCCC(C(=O)NCc1ccco1)N(C(=O)CNS(=O)(=O)c1ccc(Cl)cc1)C1CCCC1 (centres undefined)	-5	12	-9	6	-8	24	-6	10	2	7	1
N#Cc1ccc(C23CC4(C2)[C@H](CN(Cc2ccc(-c5ccccc5)cc2)[C@@H]4c2ccccc2)C3c2ccc(Cl)nc2)cc1 (some centres undefined)	-8	-7	-6	16	-11	21	-1	-8	1	5	2
Cc1occc1C(=O)NC1CCCN(Cc2ccc(CC(C)C)cc2)C1 (centres undefined)	-8	11	11	12	20	13	-19	-17	14	-6	8
CC1CC(C)CN(C(=O)CSc2n[nH]c(N)n2)C1 (centres undefined)	1	11	2	-3	5	-2	3	2	19	4	0
Cc1ccc(C(=O)CSc2ccccn2)cc1	-3	-96	-123	-30	-47	-32	-5	-96	-40	0	15
O=c1oc(-c2ccc(Cl)c(Cl)c2)nn1-c1ccc(C(F)(F)F)cn1	/	8	-9	-21	-21	-9	8	4	/	-5	7
CC1=NN(c2ccccc2)C(c2ccco2)C1 (centres undefined)	-10	-8	2	-9	-6	-9	2	7	3	-12	-16
C[C@H]1COC(=O)[C@H](Cc2ccc(F)cc2)CC/C=C/C[C@@H](CC(=O)N[C@@H](CO)Cc2ccccc2)C(=O)N1	3	11	-9	-2	6	-2	-15	9	-1	-5	0
O=C(O)C1=C(OCc2ccccc2)C(=O)NCC1	-2	-1	12	-1	19	15	6	-1	-3	3	-9
CCCCN(CCCC)C(=O)CSc1nnc2n(C)c(=O)c3c4c(sc3n12)CCCC4	-14	0	-7	2	11	-43	11	5	7	-4	-11
C1CCc2c(nc3nnnn3c2NC2CCCC2)C1	1	-22	6	-11	2	-4	22	-16	-5	2	-3
COc1cc(C(=O)Oc2ccc3c(c2)OCC3=O)cc(OC)c1OC	-1	-14	-24	21	10	-64	23	-5	-1	-1	10
COC(=O)c1ccc(-c2ccc(Cl)cc2)nc1C	-2	-82	-92	-47	-31	-50	4	-150	-39	-9	46
CCOc1ccc(S(=O)(=O)N2CCN(c3ccccc3OC)CC2)c2cccnc12	-5	10	-8	3	1	9	/	-13	-26	1	-4
COC(=O)c1ccccc1Oc1ccc(NC(=O)C(C)(C)CCl)cc1	-5	8	-17	-3	8	15	0	1	6	-5	2
CCOCCCNC(=O)C(c1ccc(C)cc1)N(Cc1cccs1)C(=O)CNC(C)=O (centres undefined)	2	12	10	-14	-23	-20	0	15	-1	-8	8
Cc1cccc(CSc2ncnc3ccccc23)c1	7	11	-5	7	-19	22	-7	24	-6	4	9
O=C(CCC(=O)N1CCCCC1)Nc1nnc(C2CCCCC2)s1	-7	-13	-11	-18	-7	1	-11	-1	6	-6	-3
Cc1oc2cc3oc(=O)c(CCC(=O)N(C)CC(=O)O)c(C)c3cc2c1C	-2	8	8	15	-3	-6	-9	3	-1	4	27
C=CCC1(CC=C)CCCN1C(=O)Cn1nnnc1CN(C)C(C)C	-2	-9	6	-18	21	-12	-3	10	-12	-2	5
CN1CCN(C2Cc3ccc(F)cc3Sc3cc(F)c(Cl)cc32)CC1 (centres undefined)	-8	22	11	-4	-34	18	-4	-15	-10	2	6
COC(=O)N1N=C(c2ccccc2)CC1(O)C(F)(F)F (centres undefined)	-13	-64	-55	-31	-39	-47	8	-40	-9	2	9
COc1cc(OC)cc(C(=O)NNC(=O)c2ccc3c(c2)OCCO3)c1	-2	-22	-3	-21	-27	-24	14	-22	-10	-10	-12
CCOc1ccc(OCC(=O)N2CCN(S(=O)(=O)c3ccccc3)CC2)cc1	4	-7	-4	10	-19	16	15	18	-1	-3	-16
O=C1/C(=C/c2ccc(N3CCCC3)cc2)NC(=S)N1C1CC1	7	-70	-27	-27	-10	-26	54*	-13	-24	5	19

Entries of single compounds, quoted from the list.
COC(=O)N1N=C(c2ccccc2)CC1(O)C(F)(F)F (centres undefined) is entered as TLR9-MyD88 inh: -13; NCOA3 inh: -64; NCOA1 inh: -55; NR2F2 inh: -31; TROY NFkB inh: -39; SRC2 inh: -47; Vif imaging: 8; LRH-1 inv ag: -40; LMP1 NFkB inh: -9; NOD2 RIPK2 PPI: 2; C8 TRAIL sens: 9
CCOc1ccc(OCC(=O)N2CCN(S(=O)(=O)c3ccccc3)CC2)cc1 is entered as TLR9-MyD88 inh: 4; NCOA3 inh: -7; NCOA1 inh: -4; NR2F2 inh: 10; TROY NFkB inh: -19; SRC2 inh: 16; Vif imaging: 15; LRH-1 inv ag: 18; LMP1 NFkB inh: -1; NOD2 RIPK2 PPI: -3; C8 TRAIL sens: -16

High-throughput results: PubChem, several laboratories
